# NR2E3 ag-1: activates human NR2E3 receptor | Q9Y5X4 | CHO-S Gal4-NCOR/VP16-NR2E3 two-hybrid, luciferase | inhibition of corepressor binding, % at 3.98 µM | 0.35% of 360,000 active | AID 602229;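 active = inhibition above the mean of all tested compounds plus 3 SD, cut at about 70% in these data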;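 note: 0% = DMSO with NR2E3 transfected cells and 100% = cells lacking NR2E3 construct; higher means lower luciferase signal from less NR2E3 corepressor binding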
# Target sequence (Q9Y5X4 whole entry, looked up, the tested form may be a part): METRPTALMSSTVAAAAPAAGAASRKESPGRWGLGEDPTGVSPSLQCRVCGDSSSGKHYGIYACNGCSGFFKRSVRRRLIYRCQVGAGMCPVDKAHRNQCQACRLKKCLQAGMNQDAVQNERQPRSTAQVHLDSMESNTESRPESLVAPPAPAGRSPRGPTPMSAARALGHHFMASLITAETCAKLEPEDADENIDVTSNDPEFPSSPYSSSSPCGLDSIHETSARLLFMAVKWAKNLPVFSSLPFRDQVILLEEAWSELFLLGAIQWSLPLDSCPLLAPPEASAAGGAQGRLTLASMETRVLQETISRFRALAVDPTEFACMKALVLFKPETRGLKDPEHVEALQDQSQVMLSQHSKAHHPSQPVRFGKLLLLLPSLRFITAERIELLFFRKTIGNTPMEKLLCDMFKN
# hiPSC survival: hiPSC single-cell survival enhancement. 0.044% of 360,000 active. survival enhancement, % at 20 µM. ATPlite luminescence; 100% = ROCK inhibitor wells, 0% = DMSO; in the data active = survival enhancement above about 18%;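 note: cells exposed to compounds for 16 hours before the ATP read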
# Shn3 3UTR inh: inhibitors of Schnurri-3 3'UTR reporter in osteoblasts; Clone20 osteoblast Shn3 3'UTR firefly luciferase, 24 h; AID 588674; 0.52% of 360,000 active; inhibition, % at 12.5 µM;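 active = mean inhibition of at least 75% with every replicate also reaching 75%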;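 note: 0% = median of neutral control wells and 100% = pilot-screen positive control compound; some compounds past the cut are filed as inactive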
# TRAIL sens C8: sensitizes caspase-8 expressing cells to TRAIL. NB7+C8 cells + TRAIL, ATPlite viability luminescence. inhibition (viability loss, TRAIL sensitization), % at 10 µM. 1% of 360,000 active. AID 624354;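 active = compounds causing at least 50% loss of cell viability in the single-dose screen, relative to plate controls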
# Peg3 prom inh: Peg3 promoter activity inhibition | HeLa PEG-Prom luciferase reporter, luminescence, overnight | inhibition, % at 20 µM | 1.7% of 360,000 active;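 active = inhibition of at least 50% at 20 µM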
# LMP1 NFkB inh: inhibitors of Epstein-Barr LMP1-induced NF-kappaB reporter | LMP1-induced NF-kappaB luciferase reporter cells, luminescence | AID 504558 | inhibition, % at 12.5 µM | 0.69% of 350,000 active; in the data active = inhibition above about 41%;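 note: 0% = neutral control wells and 100% = reference inhibitor control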
# HIF-2a block: inhibitors of HIF-2a; 786-0 RCC cells HIF-2a reporter, luciferase luminescence, overnight; inhibition, % at 18.8 µM; 0.72% of 360,000 active;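 active = inhibition of the luminescence signal of 40% or more relative to plate controls, in a single-dose primary screen at 18.75 µM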
# KKLEB cytotox: reduces viability of KKLEB cystic fibrosis airway cells; AID 602141; 0.36% of 360,000 active; KKLEB CF airway cells viability, ATPlite luminescence, overnight; active compounds read low; cells stimulated with P. aeruginosa culture filtrate; activity change (cytotoxicity), % at 5 µM;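 active = corrected activity change at or below -50% at 5 µM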
# NR2E3 ag-2: NR2E3 (human) agonism | Q9Y5X4 | GST-NR2E3/biotin-RetCOR TR-FRET, 1536-well | inhibition of corepressor binding, % at 4.78 µM | 0.12% of 320,000 active | AID 2300;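 active = percent inhibition above the cutoff of mean plus 3 SD of all tested compounds, set per screening campaign, cut at about 20% in these data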;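 note: 0% = DMSO wells and 100% = biotin wells as full block of FRET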
#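 Material: NR2E3–RetCOR corepressor complex / Amount: 1.35 nM GST-NR2E3 / Medium: Tris pH 7.5 / Compound: single nominal compound dose of 4.8 µM / Incubation: 5 h at 4 °C / Technique: TR-FRET, Eu(K)-anti-GST donor, streptavidin-D2 acceptor, ex 340, em 617/671 nm / Read-out basis: percent loss of FRET ratio relative to control wells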
# CF NFkB inh: cystic fibrosis NF-kB activation inhibition. KKLEB NF-kB-GFP reporter, PAF-induced, GFP fluorescence overnight. inhibition, % at 5 µM. 0.86% of 360,000 active. AID 588850;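 active = at least 50% inhibition at 5 µM, scaled per plate between neutral and stimulator controls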;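 note: PAF is a Pseudomonas aeruginosa culture filtrate used as stimulus; plate controls were PAF-stimulated DMSO wells for no effect and unstimulated DMSO wells for full effect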
# TRPM1 prom inh: MITF TRPM1 promoter inhibition in SK-MEL-5 cells; 0.83% of 330,000 active; inhibition, % at 12.5 µM; SK-MEL-5 TRPM1 promoter luciferase, 24 h;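 active = mean inhibition across replicates of 60% or more, whatever share of single replicates reaches that level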; note: values of inactives mirror those of a sister screen read the other way
# Active calls of the source: *; . = not tested or not shown. Some of the compounds tested; the hit share may differ from the screen's.
SMILES,NR2E3 ag-1,hiPSC survival,Shn3 3UTR inh,TRAIL sens C8,Peg3 prom inh,LMP1 NFkB inh,HIF-2a block,KKLEB cytotox,NR2E3 ag-2,CF NFkB inh,TRPM1 prom inh
CCN(CC)CCCN(C(=O)c1cccc(C)c1)c1nc(-c2ccc(OC)cc2)cs1,26,-0.6,11,19,0,-3,0,-13,2,-5,-13
CC1=C(C#N)S(=O)(=O)C(C#N)C(c2ccccc2)C1 (configuration not stated),-11,-0.5,3,-1,9,.,19,1,1,-5,.
CCN1C(=O)[C@H]2[C@H]3CN=C(SCc4ccc(C(=O)OC)cc4)N3[C@@](C)(C(=O)OC)[C@H]2C1=O,-16,3.6,-17,1,3,-3,6,10,.,-8,2
CCN1CCc2c(sc(NC(=O)c3ccc(S(=O)(=O)N(CC)c4ccccc4)cc3)c2C(N)=O)C1,2,-0.2,13,18,-8,-12,14,9,2,-24,20
CCOC(=O)Cc1csc(CC(N)=O)n1,10,-0.1,-9,5,2,6,10,4,0,-3,9
Nc1ccc(CCC(=O)N2CCCC2)cc1,-29,-0.4,10,1,-6,-11,4,3,.,-1,-2
N#Cc1c(N2CCN(c3ccc(F)cc3)CC2)nc(N)c2c(N)nc3c(c12)CC(=O)N3C1CC1,8,-0.4,11,5,27,-7,3,16,.,3,4
CCOC(CNc1cc(C)nc2c(-c3ccccc3OC)c(C)nn12)OCC,-6,-0.5,-5,6,4,3,16,4,0,5,-3
COc1ccc(-n2cnnc2SCC(=O)Nc2ccc(N3CCOCC3)cc2)cc1,5,2.8,2,-4,5,-3,14,15,2,-12,3
Cc1ccc(Nc2cnn(C34CC5CC(CC(CC(=O)O)(C5)C3)C4)c(=O)c2Cl)cc1,-6,1.8,9,-6,9,-8,4,12,1,-15,4
Cc1ccc(S(=O)(=O)c2nc(-c3ccccc3Cl)oc2NCCCN2CCOCC2)cc1,-3,1.0,4,-7,3,1,8,-3,-2,16,-3
CCOC(=O)CSc1nnc(CNC(=O)c2ccc(OC)cc2OC)n1C,11,-0.6,7,10,6,-3,-1,14,-1,13,0
COc1ccc(C)cc1S(=O)(=O)N(CC(=O)N1CCOCC1)Cc1ccccc1,-19,-0.1,-3,-2,8,-17,-4,6,-2,12,-9
CCOC(=O)C1(Cc2cccc(F)c2)CCN(CC(O)CO)CC1 (configuration not stated),-30,0.1,0,-13,13,-8,10,-12,4,5,-4
Cc1ccc(CN2CCC2(C)C(=O)NC(C)C)cc1 (configuration not stated),-6,-0.6,-28,-14,19,.,12,1,.,6,.
COc1ccc(-c2nnc(SCC#CCO)o2)cc1OC,-16,-2.1,-2,2,13,2,9,-1,5,1,-3
CCOC(CNC(=O)C1CCN(S(=O)(=O)c2ccc3nc4c(c(C(=O)O)c3c2)CC(C)CC4)CC1)OCC (configuration not stated),-30,-0.4,-33,-1,1,-4,8,2,1,-5,10
CC1(C)CC2(OC2c2ccccc2)C(=O)c2ccccc21 (configuration not stated),8,5.9,10,-19,14,0,19,-1,.,14,.
O=c1c2sc3nc(N4CCOCC4)c4c(c3c2nnn1Cc1ccccc1)CCCC4,12,7.2,-2,-4,-15,5,-3,-24,0,27,-2
O=C(c1ccc(CS(=O)(=O)c2ccccc2)o1)N1CCN(c2ccccc2)CC1,-8,0.4,0,0,-6,-2,14,-7,-1,12,10
CCOC(=O)/C=c1\s/c(=C\c2ccc(C)cc2)c(=O)n1CC(=O)NCc1ccco1,-11,-0.5,4,11,10,-3,18,5,-3,-27,5
COc1ccc(Cc2nnc(SCC(=O)Nc3cc(Cl)ccc3OC)[nH]c2=O)cc1,-8,-0.3,-13,0,9,-4,-13,19,2,-10,5
Cc1c(CC(=O)NCC(=O)O)c(=O)oc2cc3oc4c(c3cc12)CCCC4,-11,-0.5,13,-7,15,-7,5,6,.,20,9
Cc1ccc(N2CCN(CCCN3C(=O)C4CCCN4C3=O)CC2)cc1 (configuration not stated),-8,-1.3,17,-14,5,-3,19,-7,-1,5,8
Cc1ccc(C(=O)NC(=S)Nc2ccc(S(=O)(=O)N(C)c3ccccc3)cc2)cc1,-5,-0.4,77,-3,22,8,19,-26,2,27,13
CCOc1ccc(N(C(=O)c2cnccn2)C(C(=O)NC2CCCCC2)c2ccc(O)cc2)cc1 (configuration not stated),-7,-1.7,-6,-6,-19,4,-6,4,3,10,-10
O=C(NCc1ccccn1)c1c(O)c2cccc3c2n(c1=O)CC3,-16,5.0,1,-4,-53,-2,-97,0,0,-7,-17
CCCn1c(SCC(=O)Nc2cccc(F)c2)nc(O)cc1=O,-13,-1.7,-24,-7,4,-5,7,21,-2,-46,-1
CCOC(=O)C1CCN(C(=O)C2CCN(S(=O)(=O)c3ccc4ccccc4c3)CC2)CC1,1,-0.1,12,-1,18,4,13,16,2,-70,-4
c1cnc(-c2nnc3n2CCCCC3)cn1,8,-2.7,0,-7,1,-3,-6,-8,4,5,1

# A different layout for 3 compounds above:
Molecule: CC1(C)CC2(OC2c2ccccc2)C(=O)c2ccccc21 (configuration not stated)
- NR2E3 ag-1: 8
- hiPSC survival: 5.9
- Shn3 3UTR inh: 10
- TRAIL sens C8: -19
- Peg3 prom inh: 14
- LMP1 NFkB inh: 0
- HIF-2a block: 19
- KKLEB cytotox: -1
- NR2E3 ag-2: .
- CF NFkB inh: 14
- TRPM1 prom inh: .
Molecule: O=c1c2sc3nc(N4CCOCC4)c4c(c3c2nnn1Cc1ccccc1)CCCC4
- NR2E3 ag-1: 12
- hiPSC survival: 7.2
- Shn3 3UTR inh: -2
- TRAIL sens C8: -4
- Peg3 prom inh: -15
- LMP1 NFkB inh: 5
- HIF-2a block: -3
- KKLEB cytotox: -24
- NR2E3 ag-2: 0
- CF NFkB inh: 27
- TRPM1 prom inh: -2
Molecule: O=C(c1ccc(CS(=O)(=O)c2ccccc2)o1)N1CCN(c2ccccc2)CC1
- NR2E3 ag-1: -8
- hiPSC survival: 0.4
- Shn3 3UTR inh: 0
- TRAIL sens C8: 0
- Peg3 prom inh: -6
- LMP1 NFkB inh: -2
- HIF-2a block: 14
- KKLEB cytotox: -7
- NR2E3 ag-2: -1
- CF NFkB inh: 12
- TRPM1 prom inh: 10

# Carrying on.
SMILES,NR2E3 ag-1,hiPSC survival,Shn3 3UTR inh,TRAIL sens C8,Peg3 prom inh,LMP1 NFkB inh,HIF-2a block,KKLEB cytotox,NR2E3 ag-2,CF NFkB inh,TRPM1 prom inh
Cc1cc(Cl)c2oc(C(=O)N(C)C3CCOC3)c(C)c2c1 (configuration not stated),-62,0.1,-82,-9,-246,-10,-211,-4,-2,24,-69
COc1cccc(NCc2ccc([N+](=O)[O-])s2)c1,-3,-1.1,10,-6,1,5,2,8,0,-20,0
O=C1CCCc2oc3ccc(NS(=O)(=O)c4cccc5cccnc45)cc3c21,9,-2.3,32,0,16,1,22,-1,5,4,16
COc1ccc(N2CCN(S(=O)(=O)c3ccc(-c4cnc(C5CC5)o4)cc3)CC2)cc1,9,1.5,6,0,21,-20,9,-19,1,6,7
O=C1Nc2c(Br)cc(Br)c3cccc1c23,-19,0.3,7,6,74*,9,2,-3,0,-22,-8
OC(COc1ccc(Br)cc1)CN1CCCC1 (configuration not stated),-16,-0.6,-23,13,-1,-10,4,3,-1,-10,0
COc1cc(/C=C(\C#N)C(N)=O)ccc1OCc1c(C)no[n+]1[O-],-10,0.1,-6,-12,2,-4,6,-7,4,-2,-5
COc1ccccc1C(=O)NCCC(=O)N1CCCC(C)C1 (configuration not stated),1,-0.1,14,-5,17,6,-7,11,-2,-10,4
CCOC(=O)[C@H]1[C@H]2COc3ccc(C)cc3[C@@H]2N2C(=O)CN(Cc3ccccc3)C(=O)[C@@]12C,-2,7.0,12,7,-1,4,13,-25,-2,27,-6
O=C(O)COCc1nc2ccccc2s1,0,-0.1,-2,14,12,-8,5,-8,1,3,-8
Cc1nc2c(C(=O)NCCC(C)C)c[nH]n2c(=O)c1Cc1ccccc1F,100*,-1.2,5,6,42,-6,-13,-28,-1,3,-4
O=C(c1cc(-c2ccccc2)n[nH]1)N1CCN(S(=O)(=O)c2ccccc2)CC1,-26,-0.6,5,-5,-4,-3,-20,4,2,12,-28
Cc1ccc(SCCN2CCN(CCc3ccccc3)CCC2=O)cc1,-3,-0.5,0,-8,-43,2,-25,-8,-2,8,-1
c1ccc(Cc2nn[nH]n2)cc1,-6,-2.5,-2,-4,19,-4,-1,3,0,-6,0
CCc1c(C(=O)Nc2cc(C)cc(C)c2)[nH]c(C)c1C(C)=O,-39,4.0,-16,11,-15,11,-47,-5,-2,-22,-13
NC(=O)COc1ccc(/C=N\NC(=O)CC(=O)NCCc2ccccc2)cc1,-16,0.5,-16,-7,9,1,19,-5,0,14,-5
O=C(O)CNC(=O)C(c1ccccc1)c1ccccc1,-8,0.1,-23,3,1,1,7,2,0,9,-2
COc1ccc(/C=N/NC(=O)CCSc2nc3ccccc3s2)cc1OC,-12,3.8,5,-5,9,5,-35,-6,3,14,-3
O=C(CCN1CCOCC1)Nc1cc(C(=O)Nc2ccccc2F)ccc1N1CC2CC(C1)c1cccc(=O)n1C2 (configuration not stated),-4,-0.6,14,-8,-11,2,-7,1,-1,1,-19
NC(=O)C1(N2CCCCC2)CCN(C2CC(=O)N(Cc3ccc(N4CCCC4=O)cc3)C2=O)CC1 (configuration not stated),1,1.3,3,-8,3,-5,3,2,-1,-4,-11
COc1ccc(CNC(=O)c2ccc3nccnc3c2)cc1,9,-2.5,-11,0,2,-8,-17,-9,1,1,-2
Cc1ccc(S(=O)(=O)N(C)c2ccc(OC(=O)c3cccs3)cc2)cc1C,-20,-0.5,-10,-6,11,-1,3,11,1,4,-8
Cc1cccc(N(CC(=O)N/N=C/c2cc([N+](=O)[O-])ccc2Cl)S(C)(=O)=O)c1C,-18,6.1,21,-17,5,3,10,-1,-1,17,-1
COc1ccc(/C(C)=N/NC(=O)CNC(=O)CCc2ccccc2)c(OC)c1,-22,-0.4,-29,2,14,2,18,1,-3,-8,9
CC1CN(CCc2ccccc2)c2nc3c(c(=O)n(C)c(=O)n3C)n2C1 (configuration not stated),4,0.4,-5,16,19,-2,18,-22,-2,7,-12
c1cnc(N2CCSCC2)nc1,-16,0.5,-11,-17,6,-4,-11,8,1,10,11
CC1(Oc2cccc(F)c2)CCN(Cc2csc3ccccc23)C1 (configuration not stated),-22,2.0,-16,1,-13,.,2,-3,.,5,.
O=S(=O)(NCC1CCCO1)c1cnc(Cl)c(Cl)c1 (configuration not stated),5,-2.6,9,2,4,-7,2,-1,-1,-33,11
N=c1ncn(CC(O)CN2CCOCC2)c2nc(N3CCOCC3)[nH]c12 (configuration not stated),1,0.7,14,-15,-4,4,3,8,0,-7,12
COc1ccc([N+](=O)[O-])cc1NC(=O)CSc1ccc2ccccc2c1,36,0.2,30,23,3,1,-13,5,-1,-8,-7
COCCNc1nc(Oc2cccc(NC(C)=O)c2)c2sc(-c3ccccc3)cc2n1,-8,-2.1,7,4,3,.,-90,13,.,4,.
Cn1nc(C(=O)OCC(=O)Nc2cccc(S(=O)(=O)N3CCCC3)c2)c2ccccc2c1=O,-26,0.3,-6,10,5,-1,16,4,-1,-3,-12
CCOC(=O)c1cn(CC)c2cc(N3CCN(C)CC3)c(F)cc2c1=O,-5,-0.3,-2,-12,5,0,11,6,0,-26,0

# Screens (PubChem)
